# HP1b binding inh – HP1-beta chromodomain-methylated histone interaction inhibition | P83916 | AlphaScreen HP1-beta / biotin-H3K9me3 peptide binding | Potency, µM (titrated, usually from 114 µM), without a hit: at the highest dose activity change, negative = inhibition, hits mostly inhibitors | 390,000 tested, 0.56% active | AID 540317; note: nearly all actives have a fitted effect of over 70% in size; inactives centre near 23
# Target sequence (P83916 whole entry, looked up): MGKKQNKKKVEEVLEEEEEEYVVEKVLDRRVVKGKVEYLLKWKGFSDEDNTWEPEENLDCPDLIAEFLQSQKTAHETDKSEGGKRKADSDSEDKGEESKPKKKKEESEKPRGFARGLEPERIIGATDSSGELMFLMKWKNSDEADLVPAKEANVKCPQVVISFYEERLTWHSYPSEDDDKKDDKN
#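 AlphaScreen: HP1-beta (50 nM) preformed 30 min with biotin-H3(1-18)K9me3 peptide (50 nM) in PBS pH 7.4, 0.01% Tween-20. Compound added for 30 min at RT, then streptavidin donor/nickel chelate acceptor beads (10 ug/mL) for 30 min.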
# ERG Ets-DNA blk – inhibitors of human ERG Ets domain-DNA interaction | Potency, µM (series often up to 76.9 µM), inactives show at the top dose FP activity, negative = inhibition, actives largely listed as inhibitors | fluorescence polarization, His-ERG Ets domain / labelled DNA | P11308 | 370,000 tested, 0.028% active | AID 624246; active = well fitted inhibition curve with a large enough effect in the polarisation, with a control signal flat; inconclusive = small, poorly fitted or top-dose-only effect, or effect the other way, or a change in a side signal; inactive = no such curve, though single readings can be large or run the other way; the % refers to the polarisation;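 note: polarization taken with two DNA probes labelled with fluorescein and Texas red; % of control where 0% means no effect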
# Target sequence (P11308 whole entry, looked up, the tested form may be a part): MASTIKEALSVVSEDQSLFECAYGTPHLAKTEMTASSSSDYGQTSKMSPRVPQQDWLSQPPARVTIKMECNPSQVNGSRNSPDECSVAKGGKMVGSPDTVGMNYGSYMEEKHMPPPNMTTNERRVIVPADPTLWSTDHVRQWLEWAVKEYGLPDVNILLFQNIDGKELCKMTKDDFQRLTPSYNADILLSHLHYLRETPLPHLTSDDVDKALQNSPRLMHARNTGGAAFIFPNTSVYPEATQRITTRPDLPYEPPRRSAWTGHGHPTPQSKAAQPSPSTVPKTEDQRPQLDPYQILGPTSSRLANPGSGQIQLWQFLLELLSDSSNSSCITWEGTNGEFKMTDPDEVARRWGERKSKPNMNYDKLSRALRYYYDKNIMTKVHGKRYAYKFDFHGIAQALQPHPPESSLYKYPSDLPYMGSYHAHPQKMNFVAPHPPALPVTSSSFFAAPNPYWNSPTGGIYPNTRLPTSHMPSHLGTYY
#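 His-tagged ERG Ets domain (1 uM in the protein solution; 300mM KCl, 50mM Tris-HCl, 1mM EDTA, 1mM DTT, pH 7.5) received compound, then a probe mix of 5 nM fluorescein-DNA and 100nM Texas-615-DNA. Fluorescence polarization was read for both dyes.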
# 12-LOX inh – ALOX12 (human) lipoxygenase inhibition; Potency, µM (top dose mostly 108 µM), for inactives: at the highest dose activity change, negative = inhibition, usual class: inhibitors; 580,000 tested, 1.1% active; purified 12hLO, xylenol orange hydroperoxide absorbance; P18054; note: % is set by controls: 0 for no effect and ±100 for the full control effect
#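 Hydroperoxide product was detected by ferrous iron/xylenol orange as the 573 to 405 nm absorbance ratio. Arachidonic acid at 40 uM (final) was turned over for 30 min at room temperature by 150 nM human 12hLO, pH 7.0 Hepes buffer, after 15 min compound preincubation.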
# GLS inh – inhibitors of human glutaminase (GLS). O94925. GLS enzymatic activity, qHTS titration. Potency, µM (top dose mostly 45.5 µM), inactives show at the highest dose activity change, negative = inhibition, most hits filed as inhibitors. 410,000 tested, 0.21% active. AID 624170; note: % is set by controls: 0 for no effect and ±100 for the full control effect
#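 hKGA in 45 mM KH2PO4 pH 8.2, 0.02% Tween-20 with pin-transferred compounds; 1 mM L-glutamine (stock) plus glutamate oxidase/HRP/Amplex Red coupling added. Fluorescence read initially and after 30 min at RT.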
# RGS4 inh – blocks human RGS4-accelerated GTP hydrolysis. Transcreener GDP fluorescence polarization, RGS4-accelerated GTP hydrolysis. Potency, µM (top dose mostly 114 µM), for inactives: at the highest dose activity change, negative = inhibition, actives largely listed as inhibitors. 390,000 tested, 0.039% active. AID 504845; note: % is set by controls: 0 for no effect and ±100 for the full control effect; nearly all actives have a fitted effect of over 75% in size; some results filed as inactive show a strong effect at the top dose
# Target sequence (P49798 whole entry, looked up): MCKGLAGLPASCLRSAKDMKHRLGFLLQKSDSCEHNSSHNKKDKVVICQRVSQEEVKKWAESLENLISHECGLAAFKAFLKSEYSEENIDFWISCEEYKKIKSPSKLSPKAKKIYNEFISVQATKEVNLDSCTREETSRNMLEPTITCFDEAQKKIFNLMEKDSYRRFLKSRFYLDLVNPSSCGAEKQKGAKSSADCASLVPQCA
#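 MLSMR compounds (23 nl, pin-transferred) preincubated 10 min at room temperature with a 500nM (2x) first reagent, then RGS4 at 900nM (2x) plus Transcreener GDP mix added; fluorescence polarization (620/688 nm) read before and after 90 min at 30 °C.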
# JMJD2A Tudor – inhibitors of human JMJD2A Tudor domain | O75164 | Potency, µM (titrated, usually from 114 µM), for inactives: at the highest dose activity change, negative = inhibition, most hits filed as inhibitors | AlphaScreen JMJD2A-Tudor / H3K4me3 peptide binding | 390,000 tested, 4.4% active | AID 504339; note: % is set by controls: 0 for no effect and ±100 for the full control effect; nearly all actives have a fitted effect of over 50% in size
# Pin1 inhibitor – blocks the human prolyl isomerase Pin1; 390,000 tested, 0.009% active; Potency, µM (top dose mostly 115 µM), for inactives: at the highest dose activity, negative = inhibition, most hits filed as inhibitors; AID 504891; Q13526; Pin1 FP peptide displacement, HiFluor488, 10 min; active = well fitted inhibition curve with a large enough effect in the polarisation, with a control signal flat, not every such curve was filed as active; inconclusive = small, poorly fitted or top-dose-only effect, or effect the other way, or a change in a side signal; inactive = no such curve, though single readings can be large or run the other way; the % refers to the polarisation; note: % is set by controls: 0 for no effect and ±100 for the full control effect
# Target sequence (Q13526 whole entry, looked up): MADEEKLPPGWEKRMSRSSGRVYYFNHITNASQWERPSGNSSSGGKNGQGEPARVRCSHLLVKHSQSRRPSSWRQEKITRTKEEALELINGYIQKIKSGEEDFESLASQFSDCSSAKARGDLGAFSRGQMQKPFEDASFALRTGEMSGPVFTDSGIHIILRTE
# rTrxR1 inhibitor – blocks rat thioredoxin reductase 1. recombinant rTrxR1, NADPH fluorescence consumption, selenite substrate. 390,000 tested, 1% active. O89049. Potency, µM (series often up to 114 µM), inactives show at the highest dose activity change, negative = inhibition, usual class: inhibitors. AID 588453; note: % is set by controls: 0 for no effect and ±100 for the full control effect; nearly all actives have a fitted effect of over 65% in size
#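 Rat TrxR1 (90 nM in the dispensed reagent) was pre-reduced with 400 uM NADPH for 5 min at room temperature, then incubated with compound for 15 min. After 400 uM selenite was added, NADPH fluorescence (Ex 340/Em 450 nm) was followed for 8 min.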
# Tb PGK inh – T. brucei PGK inhibition; 380,000 tested, 0.043% active; Potency, µM (titrated, usually from 57.5 µM), without a hit: top-dose activity change, negative = inhibition, hits mostly inhibitors; P07378; PGK/GAPDH coupled, Kinase-Glo luminescence, 60 min; note: % is set by controls: 0 for no effect and ±100 for the full control effect; nearly all actives have a fitted effect of over 60% in size
#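 Luminescent ATP detection (Kinase-Glo Plus) follows a 60-minute room-temperature incubation, with wells lacking PGK as controls. Buffer: 100 mM TEA (pH 7.6), 5 mM MgCl2, 0.01% Tween-20. Coupling enzyme GAPDH (100 nM final) supplies unstable 1,3-BPG in-well.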
# The depositor's hits bear a star; i = inactive; ? = inconclusive; nt = not tested or not shown; & = joins results of further samples; ! = repeats disagree; [ ] = another dose, or the depositor's remark. Unless noted, calls come from the whole dose curve; as a rule, active = well fitted curve in the direction sought with a large enough effect; inconclusive = small, poorly fitted or top-dose-only effect, or another doubt; inactive = no such curve, though single readings can be large; an effect the other way counts as inactive or inconclusive. Potency is the fitted concentration of half-maximal effect. The list is partial (hit frequency here may not be typical).
SMILES	HP1b binding inh	ERG Ets-DNA blk	12-LOX inh	GLS inh	RGS4 inh	JMJD2A Tudor	Pin1 inhibitor	rTrxR1 inhibitor	Tb PGK inh
O=C(CSc1nccn1C1CCCC1)Nc1ccc(C(F)(F)F)cc1	-9%	0%	-29%	-4%	-8%	?	?	-5%[57.1 µM]	9%
O=C(/C=C/c1ccc(OC(F)F)cc1)OCC(=O)N1CCc2ccccc21	17%	13%	-27%	1%	9%	-14%	0%	-8%	-11%
CC1CCN(CCCn2c(=S)[nH]c3ccc(N4CCOCC4)cc3c2=O)CC1	29%	12%	0%	3%	-23%	-2%	1%	-10%[57.1 µM]	-8%
CN(C)c1ccc(CNC(=O)C2CCN(c3nc4ccccc4[nH]3)CC2)cc1	-4%[57 µM]	8%	-21%	3%	19%	?	?	2%[57.1 µM]	i
Cc1cc(NC(=O)c2ccccc2F)nc2c1c(=O)oc1ccccc12	41%[activator]	12%	-16%	-8%	-5%	-1%	1%	7%	-8%
COC(=O)C(CO)NC(=O)C1CCCN1C(=O)CNC(=O)OCc1ccccc1 (stereo not given)	19%	90%[activator]	nt	-1%	17%	-17%	?	11%	1%
CC(NC(=O)Cc1ccsc1)c1ccc(Cl)cc1Cl (stereo not given)	4%	-5%	-27%	1%	27%	-3%	0%	17%	5%
Cc1ccc(NS(=O)(=O)c2ccc(N/N=C/c3ccccc3OCC(=O)O)c([N+](=O)[O-])c2)c(C)c1	?	4%	?	8%	24%[11.4 µM]	?	nt	-13%	?
COc1ccccc1CN1CC(C(=O)N2CCN(c3ccc(F)cc3)CC2)CC1=O (stereo not given)	21%	nt	4%	-25%	-5%	-21%	-14%	11%	-10%
CCCCN(CC)C(=O)CCCn1c(=O)c2cccn2c2ccccc21	12%	-1%	-5%	9%	2%	-17%	4%	6%	-7%
COCCCNc1ncnc2onc(-c3ccc(F)cc3)c12	18%	2%	-21%	-3%	6%	4%	-4%	18%[57.1 µM]	11%
COc1ccc(OC)c(C2C(C(=O)c3ccc(C)o3)=C(O)C(=O)N2CCCN2CCOCC2)c1 (stereo not given)	52%[activator]	-5%	?	0%	-39%	-10%	4%	?	-4%
Cc1ccccc1NC(=O)CCC(=O)OCC(=O)c1ccc(-c2ccccc2)cc1	2%	-9%	-5%	-1%	21%	-30%	10%	-4%	-6%
COc1ccc2c(C(=O)NCCCCO)c(-c3ccc(S(C)(=O)=O)cc3)sc2c1	54%[activator]	0%	-15%	3%	-4%	-11%	-13%	?	2%
Cc1ccccc1OCc1nnc(SCC(=O)O)n1-c1ccccc1	24%	1%	-14%	2%	15%	-11%	-3%	9%	6%
Cc1nnc(SCC(=O)N2c3ccccc3Sc3ccccc32)n1N	22%	nt	13%	-4%	8%	0%	-2%	-19%	-15%
CCN(CC)C(=O)CSc1nnc(-c2c[nH]c3ccccc23)o1	17%	-3%	?	2%	37%	-10%	-6%	19%	-8%
Cc1ccc(Cl)cc1N(CC(=O)N1CCOCC1)S(C)(=O)=O	31%	-2%	-13%	0%	-5%	4%	1%	18%	7%
Cc1ccc(C(=O)Nc2ccc3c(c2)OCCO3)c(C)c1	31%	-3%	0%	-11%	2%	-12%	9%	17%	?
CCN(CC)C(=O)CSC1=C(C#N)C(c2ccco2)C(C(=O)OCCOC)=C(C)N1 (stereo not given)	26%&20%	-22%&1%	32%&-26%[activator]	-4%&-10%	?	79µM*!	-2%&0%	?	-2%&3%
COc1ccc(NC(=O)C2C3C=CC4(O3)C2C(=O)N(CCN2CCCCC2C)C4C(=O)NC2CCCCC2)cc1 (stereo not given)	7%	-2%	-19%	32%[activator]	16%	-16%	0%	12%[57.1 µM]	8%
Cc1ccc(NC(=S)N2CCN(C3CCCCC3)CC2)cc1	17%	7%	-6%	13%	-5%	-14%	-6%	17%[57.1 µM]	-18%
Cc1nn(C)c2c1c(C(F)(F)F)cc(=O)n2C(C)C(=O)NCCc1ccc(Cl)cc1 (stereo not given)	-24%	-2%	-16%	-14%	-3%	-19%	6%	17%[57.1 µM]	-5%
COc1cccc(CN2CCN(Cc3cccc(Oc4ccccc4)c3)CC2)c1OC	?	7%	?	3%	9%	7.1µM*	-1%	-18%	6%
COc1cccc(NC(=O)CSc2nnc3c(n2)[nH]c2ccc(C)cc23)c1	11%	1%	?	0%	?	-21%	-12%	20%[57.1 µM]	-2%

# Whole records, quoted from the list:
# COc1cccc(CN2CCN(Cc3cccc(Oc4ccccc4)c3)CC2)c1OC across the screens: HP1b binding inh: ?; ERG Ets-DNA blk: 7%; 12-LOX inh: ?; GLS inh: 3%; RGS4 inh: 9%; JMJD2A Tudor: 7.1µM*; Pin1 inhibitor: -1%; rTrxR1 inhibitor: -18%; Tb PGK inh: 6%
# CN(C)c1ccc(CNC(=O)C2CCN(c3nc4ccccc4[nH]3)CC2)cc1 across the screens: HP1b binding inh: -4%[57 µM]; ERG Ets-DNA blk: 8%; 12-LOX inh: -21%; GLS inh: 3%; RGS4 inh: 19%; JMJD2A Tudor: ?; Pin1 inhibitor: ?; rTrxR1 inhibitor: 2%[57.1 µM]; Tb PGK inh: i

# (listing goes on)
SMILES	HP1b binding inh	ERG Ets-DNA blk	12-LOX inh	GLS inh	RGS4 inh	JMJD2A Tudor	Pin1 inhibitor	rTrxR1 inhibitor	Tb PGK inh
COc1ccc(C)cc1S(=O)(=O)Nc1cc(Cl)ccc1Cl	29%	-3%	0%	-10%	6%	0%	2%	16%[57.1 µM]	1%
CC(C)c1ccc(NS(=O)(=O)c2ccc3[nH]c(=O)ccc3c2)cc1	13%	-1%	?	5%	16%	?	?	-13%	-4%
NC(=S)NNC(=O)Nc1cccc(Cl)c1	26%	-2%	-26%	27%	-14%	?	14%	5%	-3%
Cc1nonc1NC(=O)Nc1cccnc1	40%[activator]	0%	-19%	-3%	-7%	-11%	0%	4%	6%
CC(C)c1ccc(NC(=O)CCCc2nc(-c3ccc(Cl)cc3)no2)cc1	41%[activator]	2%	-12%	-2%	-10%	-3%	-8%	32%	-8%
O=c1[nH][nH]c(-c2ccccc2)c1C=Nc1ccc(OC(F)(F)F)cc1	24%	-7%	3%	14%	-21%	-14%	-6%	11%	-4%
C#CCOCCOCCOCCNc1nc(N2CCN(C(=O)Cn3cc(CCO)nn3)CC2)nc(N2CCN(C(=O)[C@H](CCCCN)n3cc(CC(C)O)nn3)CC2)n1 (stereo not given in full)	6%	-3%	?	-1%	11%	89µM*	-3%	-14%	-8%
O=C(CN(CCc1ccccc1)C(=O)c1csnn1)NC1CCCC1	36%	-2%	-3%	-1%	0%	-8%	-1%	21%	0%
Cc1nn(-c2cccc(Cl)c2)c2c1C(c1cccnc1)C(C#N)=C(N)O2 (stereo not given)	-15%	1%	-7%	-20%	?	?	-1%	?	-4%
CC(=O)c1sc2nc(=O)c(C)nn2c1C	9%	nt	21%	0%	2%	-9%	-5%	0%	nt
CN(C)c1cccc(NC(=O)c2ccco2)c1	15%	-4%	-23%	-2%	12%	-24%	-1%	9%	3%
COC(=O)Cc1c(C(=O)OC)nnn1-c1ccc(OC)cc1	11%	9%	2%	?	9%	-6%	-2%	28%	i
ClC(Cl)(Cl)c1nc(N/N=C/c2ccncc2)c2ccccc2n1	25%	-10%	0%	-1%	-12%	-5%	0%	-2%	8%
CC(Sc1nnc(-c2ccco2)n1C)C(=O)NC1CCCC1 (stereo not given)	51%[activator]	1%	174%[activator]	1%	18%	9%	-1%	9%	10%
Cc1cc(Cl)ccc1OCC(=O)Nc1nc(-c2cccs2)cs1	50%[activator]	1%	-17%	2%	-30%	-2%	14%	-14%	-5%
CCN(CC)c1ccc2nc3c4ccccc4c(=O)cc-3oc2c1	4%	125%[activator]	5%	-1%	-109%	?	?	4%	i
CCOc1ccc(N2C(=O)c3cccnc3C2Nc2ccc(OC)cc2)cc1 (stereo not given)	-12%	-5%	9%	0%	25%	-32%	1%	14%	i
COc1ccc(Cl)cc1NS(=O)(=O)c1cccc(C(=O)NCCCN2CCCC2=O)c1	36%	-6%	89%[activator]	-3%	-29%	-10%	3%	6%	-3%
O=C(COC(=O)C12CC3CC(CC(Br)(C3)C1)C2)Nc1cccnc1Cl	46%[activator]	5%	0%	-2%	5%	7%	1%	5%[57.1 µM]	-8%
OCCN1CN=C(Nc2nc3ccccc3o2)NC1	69%[activator]	-2%	?	3%	-42%	-20%	1%	22%	i
Cn1nnnc1SCC(=O)NC1CCCC1	-17%	-1%	-28%	-5%	14%	-9%	-7%	20%	-5%
Cc1oc(-c2cccc(Cl)c2)nc1CN1CCCC(C(=O)NCc2ccc(Cl)cc2)C1 (stereo not given)	4%	0%	?	9%	-11%	?	-2%	47%	-2%
C=CCC1CCCC(=O)N2CC[C@H](O)C12 (stereo not given in full)	9%	8%	-22%	-4%	-35%	-25%	-9%	6%	-4%
CN1CC[C@@H]2C(=O)N3CCc4ccc(-c5ccc6c(c5)OCO6)cc4[C@@H]3C[C@@H]21	34%	-7%	0%	6%	8%	-25%	3%	6%	-10%
O=C(N=C1SC2CS(=O)(=O)CC2N1Cc1ccccc1Cl)C1CC1 (stereo not given)	39%[activator]	20%	18%	-15%	-4%	-4%	-7%	0%	-8%
CCOC(=O)c1sc(NC(=O)CSc2nccn2C)nc1C	2%	-4%	?	6%	15%	-16%	-15%	1%	i

# Source: PubChem BioAssay
